Source: PubChem
FBW7 act – activators of human E3 ligase FBW7. Q969H0. AlphaScreen FBW7–phospho-cyclin E peptide binding, activator screen. normalized activity (activation), % at 26.1 µM. 650,000 tested, 0.13% active. AID 1259310; in the data active = normalized activity above about 1.9%;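 also: purified mutant Fbw7 with reduced substrate affinity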
GPR151 ag – human GPR151 activation; AID 1508602; PathHunter beta-arrestin GPR151 cells, luminescence; 650,000 tested, 1% active; Q8TDV0; activation, % at 11.2 µM; in the data active = activation above about 4.9%;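 also: 0% = median of compound wells and 100% = cells with positive control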
Target sequence (Q8TDV0 whole entry, looked up): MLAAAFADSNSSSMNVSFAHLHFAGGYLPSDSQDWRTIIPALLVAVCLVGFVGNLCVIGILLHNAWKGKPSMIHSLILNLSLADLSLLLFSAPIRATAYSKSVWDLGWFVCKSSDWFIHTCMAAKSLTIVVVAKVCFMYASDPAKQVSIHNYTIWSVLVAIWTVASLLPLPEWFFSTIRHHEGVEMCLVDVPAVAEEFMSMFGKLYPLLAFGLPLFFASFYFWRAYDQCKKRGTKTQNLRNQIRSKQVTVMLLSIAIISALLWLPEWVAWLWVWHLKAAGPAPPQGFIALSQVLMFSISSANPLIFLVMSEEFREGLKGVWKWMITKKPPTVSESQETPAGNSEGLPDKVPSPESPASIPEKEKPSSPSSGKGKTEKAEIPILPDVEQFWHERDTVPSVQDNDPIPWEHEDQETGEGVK
MITF inh – inhibitors of human MITF; O75030; AlphaScreen MITF homodimerization, bead proximity signal; 650,000 tested, 0.91% active; inhibition, % at 2.6 µM; in the data active = inhibition above about 50%;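 also: 0% = vehicle wells with protein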
Target sequence (O75030 whole entry, looked up): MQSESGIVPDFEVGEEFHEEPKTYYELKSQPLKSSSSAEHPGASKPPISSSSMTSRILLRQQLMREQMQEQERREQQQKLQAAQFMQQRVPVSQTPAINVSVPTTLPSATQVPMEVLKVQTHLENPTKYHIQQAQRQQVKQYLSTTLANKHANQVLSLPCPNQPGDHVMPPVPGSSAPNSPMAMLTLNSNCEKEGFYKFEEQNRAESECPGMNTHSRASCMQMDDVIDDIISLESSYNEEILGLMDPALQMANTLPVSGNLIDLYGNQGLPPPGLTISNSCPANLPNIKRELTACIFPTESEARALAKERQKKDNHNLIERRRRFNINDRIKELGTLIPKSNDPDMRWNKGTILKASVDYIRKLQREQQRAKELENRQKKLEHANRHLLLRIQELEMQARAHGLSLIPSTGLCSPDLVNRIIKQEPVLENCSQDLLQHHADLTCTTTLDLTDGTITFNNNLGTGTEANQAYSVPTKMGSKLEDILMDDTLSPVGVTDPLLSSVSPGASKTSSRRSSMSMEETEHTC
TEAD-YAP inh – TEAD-YAP interaction inhibition. HEK-TIYL cells, TEAD-Gal4/YAP UAS-luciferase luminescence. inhibition, % at 9.12 µM. 640,000 tested, 1.4% active. AID 1259422; in the data active = inhibition above about 32%;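 also: 0% = median of test compound wells and 100% = reference inhibitor wells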
* = called active by the depositor; & = joins results of further samples.

entry	Compound	GPR151 ag	FBW7 act	MITF inh	TEAD-YAP inh
1	COc1ccc(OC)c(/C=C2\C(C)=C(C#N)c3nc(N)c(C#N)c(C)c32)c1	7.2*	-0.2	-1	-15
2	COc1ccc(-c2nsc(SCC(=O)Nc3ccccc3)n2)cc1	-0.3	1.2	6	-39
3	CCCCNC(=O)/C(C#N)=C/c1ccc(C(=O)OC)cc1	0.0	0.0	-11	-6
4	CN(Cc1ccc(OCC(O)CN(C)Cc2ccccc2)cc1)Cc1nccn1C (stereo not given)	0.2	-0.2	-1	5
5	C=CCOC(=O)C1=C(C)NC(SCC(=O)Nc2c(C)cc(C)cc2C)=C(C#N)C1c1cccs1 (stereo not given)	1.3	-0.5	3	-4
6	CCc1nnc(NC(=O)c2nc3c(nnn3Cc3cccc(Cl)c3)c(=O)[nH]2)s1	-0.6	-0.2	3	-3
7	COCCN1C=C(C(=O)OC)C(c2ccc(Cl)c([N+](=O)[O-])c2)C(C(=O)OC)=C1	3.6	-0.1	7	2
8	CCC(C)NC(=O)c1cccc(-n2c(=S)[nH]c3cc(Cl)ccc3c2=O)c1 (stereo not given)	0.8	0.1	7	5
9	O=C(CN1CCC2(CC1)NC(=O)c1ccccc1O2)c1ccc(F)cc1	-0.1	-0.2	12	-7
10	COc1cc(C(=O)NCCC(=O)NC2CCCCC2C)cc(OC)c1OC (stereo not given)	0.3	-0.1	-17	7
11	COc1ccc(CCNC(=O)C/C(C)=N/NC(=O)c2ccc3ccccc3c2)cc1OC	0.2	0.0	1	26
12	CCCCC(CCCC)=N/N=C1\NC(=O)C(CC(=O)O)S1 (stereo not given)	-1.6	0.2	23	16
13	CN(C)c1ccc(-c2nnn(CC(=O)Nc3ccccc3N3CCOCC3)n2)cc1	-0.7	0.0	6	-8
14	Cc1cc(Cl)ccc1OCC(=O)Nc1ccc(I)cc1	0.8	-0.1	-2	-20
15	C=CCN1C(=O)CC(C(=O)OC)C12CCN(C/C=C/c1ccccc1)CC2 (stereo not given)	1.8	0.0	4	13
16	CCCC1=NN2C(=N)/C(=C/c3ccc(OCCOc4ccc(C(C)(C)C)cc4)c(OCC)c3)C(=O)N=C2S1	-2.0	0.4	8	3
17	CC(=O)N(Cc1cccs1)Cc1cc2ccc(C)cc2[nH]c1=O	0.3	0.1	-11	11
18	Cc1ccccc1NC(=O)CSc1ccnc(=O)[nH]1	-0.8	0.1	6	-3
19	Cc1c(-c2ccc(Br)cc2)[n+](=O)c2c(n1[O-])CCCCC2	-0.8	0.6	9	5
20	Cc1cc(C)nc(SCc2cc(=O)c(OC(=O)c3ccccc3I)co2)n1	-1.3	0.1	-14	-5
21	COCCn1c(C)c(C)n2c3c(=O)n(CC(N)=O)c(=O)n(C)c3nc12	-0.4	0.0	-2	-1
22	Cc1ncc(CO)c2cc(C(N)=O)c(=Nc3ccccc3F)oc12	-0.4	0.7	7	12
23	CC(=O)c1ccc(NC(=O)CN2CCC(C(=O)c3ccc4c(c3)OCCO4)CC2)cc1	-0.1	-0.1	-18	11
24	CCN1CCN(c2ccc(N3CCN(C(=O)c4ccc(Br)cc4)CC3)nn2)CC1	-1.9	0.1	27	3
25	CC(C)(C)C(=O)CSc1nc2ccccc2c(=O)n1C1CCCC1	2.2	0.0	7	-5
26	CCN1C(=O)c2cccc3c(Cl)cc(Cl)c1c23	-0.7	0.0	2	2
27	O=C(O)C1CCCN(C(=O)c2ccccc2)C1 (stereo not given)	1.3	0.1	-1	8
28	CC(=O)c1ccc(NC(=O)CSc2nc(C3CC3)nc3sc(C)c(C)c23)cc1	-1.0	0.4	5	7
29	COc1ccc(Nc2nc3ccccc3n3c(C)nnc23)cc1OC	-0.7	0.2	5	12
30	COc1ccc(C(=O)NCc2nnc(SCC(=O)N3CCc4ccccc43)n2-c2cccc(C)c2)cc1OC	0.1	-0.1	-6	-12
31	Cc1cccc2sc(NC(=O)[C@@H]3CCCN3C(=O)c3cccs3)nc12	0.2	0.0	-9	3
32	CC(C)(C)c1ccc(C(=O)NCC(=O)OCC(=O)c2ccccc2)cc1	-1.0	-0.2	-4	7
33	O=C1c2ccccc2C(=O)N1CC1c2ccccc2CCN1S(=O)(=O)c1cc(Cl)sc1Cl (stereo not given)	0.4	-0.1	-6	-6
34	O=C(NCc1ccccn1)c1c[nH]c2ccc(F)cc2c1=O	0.9	-0.2	-10	-7
35	CCNC(=O)CN(c1cc(C)cc(C)c1)S(=O)(=O)c1ccc(OC)c(OC)c1	-0.2	-0.1	5	7
36	CCn1c(SCC(=O)N2CCC(C)CC2)nc2c(c1=O)SCC2	-1.2	-0.3	-4	-1
37	Cc1ccc(C=C2C(=O)OC3(CCCCC3)OC2=O)cc1	0.1	0.1	1	-8
38	COc1ccc(-c2nc(Nc3ccc(C)cc3C)c3ccccc3n2)cc1OC	0.9	0.3	10	0
39	O=c1c2c3c(sc2nc(Cc2ccccc2)n1Cc1cccc(Br)c1)CCCC3	-0.8	0.1	9	14
40	O=C(O)C1Cc2c([nH]c3ccccc23)C(c2ccc(O)cc2)N1 (stereo not given)	-0.3	0.0	16	5
41	CN(CCCC(=O)N1CCc2ccccc21)S(=O)(=O)c1ccc([N+](=O)[O-])cc1	1.7	0.2	-4	-4
42	CCOC(=O)CSc1nc2ccccc2[nH]1	1.0	0.1	14	-6
43	Cc1ccccc1Nc1nc(N)nc(COC(=O)c2cccc(F)c2)n1	-0.1	-0.1	4	-3
44	O=C(CCN1C(=O)C2C3C=CC(C4CC34)C2C1=O)OCc1ccccc1Cl (stereo not given)	0.6	0.1	10	7
45	O=C(CSc1nc2[nH]ncc2c(=O)n1-c1cccc(C(F)(F)F)c1)Nc1ccc2c(c1)OCCO2	0.0	-0.2	8	27
46	CCc1ccc(C2C(C#N)=C(C)NC3=C2C(=O)CC(C)(C)C3)cc1 (stereo not given)	0.1	0.1	-10	12
47	O=C(CC1C(=O)NCCN1Cc1ccc(-c2ccccc2)cc1)NCc1ccncc1 (stereo not given)	0.0	0.0	-1	5
48	CCCOc1ccc(/C(O)=C2/C(=O)C(=O)N(CCN3CCOCC3)C2c2ccc(C)cc2)cc1C (stereo not given)	-0.3	0.2	6	3
49	CCCNc1nc(N2CCN(c3ccccn3)CC2)nc2c1ncn2Cc1ccc(C(F)(F)F)cc1	2.3	0.2	4	7
50	CCCCOc1ccc(C(=O)Nc2c3c(nn2-c2ccc(OC)cc2)CS(=O)C3)cc1 (stereo not given)	-0.1	0.0	-3	1

Record cards, as listed above.
Cc1cc(Cl)ccc1OCC(=O)Nc1ccc(I)cc1 in the list: GPR151 ag: 0.8; FBW7 act: -0.1; MITF inh: -2; TEAD-YAP inh: -20
C=CCOC(=O)C1=C(C)NC(SCC(=O)Nc2c(C)cc(C)cc2C)=C(C#N)C1c1cccs1 (stereo not given) in the list: GPR151 ag: 1.3; FBW7 act: -0.5; MITF inh: 3; TEAD-YAP inh: -4

(next part)
entry	Compound	GPR151 ag	FBW7 act	MITF inh	TEAD-YAP inh
51	Cc1ccc(N2C(=O)NC(=O)/C(=C\c3ccc(N4CCOCC4)o3)C2=O)cc1C	-0.6	0.2	14	-3
52	Cc1ccc(OCCN(C)C)c([N+](=O)[O-])c1	-0.8	0.1	51*	-4
53	COc1ccc2c(c1)OC(C)CN(CCC(=O)N1CCOCC1)C2 (stereo not given)	-1.3	0.0	8	7
54	COc1ccc(NC2(C(F)(F)F)NC(=O)N(c3ccc(OC(F)(F)F)cc3)C2=O)cc1 (stereo not given)	1.1	0.1	19	3
55	O=S(=O)(/N=C(/NNS(=O)(=O)c1ccccc1)c1ccccc1)c1ccccc1	-0.1	0.0	5	-1
56	Cc1cc(OCC(O)CN2CCN(C)CC2)ccc1C(C)C (stereo not given)	0.9	0.0	6	0
57	COc1cc([N+](=O)[O-])cc2c1NC(c1cccnc1)C1CC=CC21 (stereo not given)	5.2*	-0.4	7	0
58	Cc1ccc(CC(=O)N2CCCc3ccccc32)cc1	-0.2	0.0	-4	8
59	COc1ccc(NC(=O)Cn2ncc3c2-c2cc(C)ccc2OC3)cc1OC	0.3	-0.1	12	18
60	Cn1c(SCc2ccccc2)nnc1C1CCCN1C(=O)C1CCCC1 (stereo not given)	-1.1	-0.1	4	-40
61	CC(C)CN1C(=O)c2ccccc2C(C(=O)NCc2cccnc2)C1c1cccs1 (stereo not given)	-0.6	-0.1	2	3
62	O=C(CCn1ccnc1)c1ccc(Br)cc1	0.0	-0.1	-1	4
63	O=C(Nc1cccc(-c2cn3ccccc3n2)c1)c1cccs1	-1.9	-0.2	-3	-15
64	CC(=O)c1cccc(NC(=O)NNC(=O)COc2ccc(C(C)(C)c3ccccc3)cc2)c1	1.3	0.0	12	4
65	CCOC(=O)C1C(=O)CC(C)(O)C(C(=O)OCC)C1c1ccc(C)cc1 (stereo not given)	-0.2	-0.2	8	13
66	COc1ccc(/C=C2N=C(/C=C/c3ccc([N+](=O)[O-])cc3)OC/2=O)cc1	-0.7	0.0	-8	13
67	COC(=O)CN1C=C(C(=O)OC)C(c2ccccc2Cl)C(C(=O)OC)=C1	0.2	-0.1	-9	9
68	COc1cc(OC)c2c(c1)C1C=CCC1C(c1cccc([N+](=O)[O-])c1)N2 (stereo not given)	-0.1&0.7	0.1&-0.2	14&4	8&5
69	COc1ccc(Cn2nnnc2C(c2ccccc2F)N2CCN(C)CC2)cc1 (stereo not given)	-0.5	0.1	14	1
70	CCc1ccc(NC(=O)Cn2cnc3c(cnn3C(C)(C)C)c2=O)cc1	1.3	0.4	4	18
71	Cc1ccc(Cl)cc1NC(=S)N(Cc1ccccc1)Cc1cccnc1	-0.1	-0.1	1	18
72	CC1(C)Cc2cccc(C(=O)Nc3ccc(Cl)cc3)c2O1	0.2	0.1	3	0
73	CCN(C(=O)CN1C(=O)c2ccccc2C1=O)c1ccccc1	-1.1	-0.1	-15	0
74	c1ccc(OCCNc2nc(Nc3ccc(N4CCOCC4)cc3)nc3nc[nH]c23)cc1	0.8	-0.2	0	5
75	O=C(CSc1nc2nccnc2c(=O)n1Cc1cccs1)Nc1ccccc1F	3.6	0.5	-7	-2

Some entries already given, showing only GPR151 ag and TEAD-YAP inh.
# | mol | GPR151 ag | TEAD-YAP inh
71 | Cc1ccc(Cl)cc1NC(=S)N(Cc1ccccc1)Cc1cccnc1 | -0.1 | 18
56 | Cc1cc(OCC(O)CN2CCN(C)CC2)ccc1C(C)C (stereo not given) | 0.9 | 0

Among those listed so far, 9 contain an NH in an aromatic ring:
entry	Compound	GPR151 ag	FBW7 act	MITF inh	TEAD-YAP inh
6	CCc1nnc(NC(=O)c2nc3c(nnn3Cc3cccc(Cl)c3)c(=O)[nH]2)s1	-0.6	-0.2	3	-3
8	CCC(C)NC(=O)c1cccc(-n2c(=S)[nH]c3cc(Cl)ccc3c2=O)c1 (stereo not given)	0.8	0.1	7	5
17	CC(=O)N(Cc1cccs1)Cc1cc2ccc(C)cc2[nH]c1=O	0.3	0.1	-11	11
18	Cc1ccccc1NC(=O)CSc1ccnc(=O)[nH]1	-0.8	0.1	6	-3
34	O=C(NCc1ccccn1)c1c[nH]c2ccc(F)cc2c1=O	0.9	-0.2	-10	-7
40	O=C(O)C1Cc2c([nH]c3ccccc23)C(c2ccc(O)cc2)N1 (stereo not given)	-0.3	0.0	16	5
42	CCOC(=O)CSc1nc2ccccc2[nH]1	1.0	0.1	14	-6
45	O=C(CSc1nc2[nH]ncc2c(=O)n1-c1cccc(C(F)(F)F)c1)Nc1ccc2c(c1)OCCO2	0.0	-0.2	8	27
74	c1ccc(OCCNc2nc(Nc3ccc(N4CCOCC4)cc3)nc3nc[nH]c23)cc1	0.8	-0.2	0	5
